Gal4-VP16 FLuc: counter-screen for ROR gamma inhibitors: Gal4-VP16 reporter | Drosophila S2 Gal4-VP16 UAS-luciferase, luminescence, 20 h | Potency, µM (highest dose often 53.6 µM), for the others: at the top dose activity, negative = inhibition, most hits filed as inhibitors | 310,000 compounds, 3.5% hits;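 note: Gal4-VP16 expression switched on by copper sulfate through the metallothionein promoter; potency is the fitted concentration of half-maximal effect; % is set by controls: 0 for no effect and ±100 for the full control effect; nearly all actives have a fitted effect of over 50% in size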
FLuc counter: inhibits or activates purified firefly luciferase, miR-21 counter-screen; P08659; purified FLuc, Km substrates, luminescence inhibition; Potency, µM (titrated, usually from 57.5 µM), for the others: at the highest dose activity change, negative = inhibition, most hits filed as inhibitors; 360,000 compounds, 6.9% hits;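 note: potency is the fitted concentration of half-maximal effect; plate controls were vehicle for no effect and reference inhibitor for full effect; nearly all actives have a fitted effect of over 55% in size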
Target sequence (P08659 whole entry, looked up): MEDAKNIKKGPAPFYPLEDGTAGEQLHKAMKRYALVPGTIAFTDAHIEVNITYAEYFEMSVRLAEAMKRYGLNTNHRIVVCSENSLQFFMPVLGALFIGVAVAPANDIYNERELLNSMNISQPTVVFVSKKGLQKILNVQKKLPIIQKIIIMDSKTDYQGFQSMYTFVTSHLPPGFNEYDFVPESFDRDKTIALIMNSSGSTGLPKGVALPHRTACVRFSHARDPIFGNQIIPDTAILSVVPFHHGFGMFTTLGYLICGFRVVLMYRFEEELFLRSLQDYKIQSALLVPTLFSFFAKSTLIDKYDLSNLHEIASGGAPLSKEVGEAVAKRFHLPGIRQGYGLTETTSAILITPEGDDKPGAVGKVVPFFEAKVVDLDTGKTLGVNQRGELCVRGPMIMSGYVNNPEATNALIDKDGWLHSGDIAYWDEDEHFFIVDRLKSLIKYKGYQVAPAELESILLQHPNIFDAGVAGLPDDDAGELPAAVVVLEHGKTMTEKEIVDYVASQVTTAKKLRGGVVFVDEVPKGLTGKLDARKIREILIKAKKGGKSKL
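Biochemical qHTS of compounds, final roughly 60 µM downward over six points, against 10 nM purified firefly luciferase using Km concentrations of substrates (10 uM D-luciferin, 10 uM ATP) in Tris acetate pH 7.5 buffer; luminescence output.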
BRCA1 expr up: increases BRCA1 expression. MCF7-BRCA1-FFLuc reporter, luminescence, 48 h; response scale: scaled: vehicle 0%, 10 µM genistein 100%. Potency, µM (doses to about 46.1 µM), inactives show at the top dose activation, most hits filed as activators. 380,000 compounds, 1.1% hits. AID 624202; note: potency is the fitted concentration of half-maximal effect; nearly all actives have a fitted effect of over 80% in size; some results filed as inactive show a strong effect at the top dose
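Luminescence from a BRCA1-driven firefly luciferase in MCF7 cells was read after 48 h compound exposure at 37 C. Data normalized against DMSO and a 10microM genistein activation control, then curve-fitted across the titration.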
Rab9 promoter act: Rab9 promoter activation; Huh7 Rab9 promoter-luciferase reporter, luminescence, 24 h; Potency, µM (series often up to 9.22 µM), for inactives: at the top dose activation, negative = inhibition, actives largely listed as activators; 320,000 compounds, 2.8% hits; note: potency is the fitted concentration of half-maximal effect; % of control where 0% means no effect; nearly all actives have a fitted effect of over 60% in size
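Huh7 reporter line, Rab9 promoter upstream of luciferase. Compound exposure 24 h at 37 °C in reduced-serum medium with 10% FBS. Read-out: luminescence.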
p53 reactivation: mutant p53 re-activation in reporter cells; Potency, µM (highest dose often 92.2 µM), inactives show top-dose activity change, positive = activation, hits mostly activators; H1299 p53-A138V BP100-luciferase reporter, luminescence, 24 h; 320,000 compounds, 0.063% hits; note: potency is the fitted concentration of half-maximal effect; % of control where 0% means no effect; nearly all actives have a fitted effect of over 45% in size
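p53-null H1299 cells stably carrying temperature-sensitive p53-A138V and a BP100-luciferase reporter were pinned with compounds (4-point, 1:5 series) and held 24 hrs at 37 deg C. Luminescence was read 10 min after detection reagent.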
Menin MLL FP TR: menin-MLL binding inhibition, Texas Red mutant peptide | O00255 | Menin + Texas Red MLL mutant peptide, fluorescence polarization | Potency, µM (doses to about 61.6 µM), without a hit: at the top dose FP activity change, negative = inhibition, hits mostly inhibitors | 270,000 compounds, 0.23% hits; active = well fitted inhibition curve with a large enough effect in the polarisation, with a control signal flat, not every such curve was filed as active; inconclusive = small, poorly fitted or top-dose-only effect, or effect the other way, or a change in a side signal; inactive = no such curve, though single readings can be large or run the other way; the % refers to the polarisation; note: potency is the fitted concentration of half-maximal effect; % of control where 0% means no effect; many of its hits are not listed in these tables
ELG1 genotoxic: induces genotoxicity in HEK293T cells with luciferase-tagged ELG1 | HEK293T ELG1-luciferase reporter, luminescence, 16 h | Potency, µM (doses to about 46 µM), without a hit: at the top dose activity change, positive = activation, usual class: activators | 330,000 compounds, 1.3% hits | AID 504466; note: potency is the fitted concentration of half-maximal effect; % of control where 0% means no effect; nearly all actives have a fitted effect of over 60% in size
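Cells (2,000/well) expressing the ELG1-luciferase fusion are dosed by pin tool and kept 16 hr at 37 °C, 5% CO2. Signal comes from ONE-Glo luciferase reagent after 30 min at room temperature.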
PKM2 activator: PKM2 (human) enzyme activation. purified PKM2, Kinase-Glo ATP luminescence, activation; response scale: 0% is enzyme alone, no compound. Potency, µM (highest dose often 57.5 µM), inactives show top-dose activation, actives largely listed as activators. 260,000 compounds, 0.34% hits. AID 1631; note: potency is the fitted concentration of half-maximal effect; % is set by controls: 0 for no effect and ±100 for the full control effect; nearly all actives have a fitted effect of over 55% in size
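ATP formation by purified human PK-M2, quantified via coupled luciferase luminescence after 1 h at room temperature with 0.1 mM ADP and 0.5 mM PEP final.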
NPC1 prom act: NPC1 promoter activation; Huh7 NPC1 promoter luciferase reporter, 24 h; Potency, µM (doses to about 9.22 µM), for inactives: top-dose activation, actives largely listed as activators; 320,000 compounds, 2.4% hits; AID 485313;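 note: potency is the fitted concentration of half-maximal effect; % of control where 0% means no effect; nearly all actives have a fitted effect of over 60% in size; reporter is driven by a mutant NPC1 promoter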
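Huh7 reporter cells (NPC1 promoter driving luciferase) are dosed with compound for 24 h at 37 °C, 5% CO2; luciferase detection reagent is then added and luminescence measured after 10 min at ambient temperature.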
RORgamma inh: ROR gamma (mouse) transcription inhibition. P51450. Drosophila S2 Gal4-RORgamma UAS-luciferase reporter, 20 h. Potency, µM (titrated, usually from 53.6 µM), for the others: top-dose activity change, negative = inhibition, hits mostly inhibitors. 310,000 compounds, 5.4% hits; note: potency is the fitted concentration of half-maximal effect; % is set by controls: 0 for no effect and ±100 for the full control effect; nearly all actives have a fitted effect of over 60% in size
Target sequence (P51450 whole entry, looked up, the tested form may be a part): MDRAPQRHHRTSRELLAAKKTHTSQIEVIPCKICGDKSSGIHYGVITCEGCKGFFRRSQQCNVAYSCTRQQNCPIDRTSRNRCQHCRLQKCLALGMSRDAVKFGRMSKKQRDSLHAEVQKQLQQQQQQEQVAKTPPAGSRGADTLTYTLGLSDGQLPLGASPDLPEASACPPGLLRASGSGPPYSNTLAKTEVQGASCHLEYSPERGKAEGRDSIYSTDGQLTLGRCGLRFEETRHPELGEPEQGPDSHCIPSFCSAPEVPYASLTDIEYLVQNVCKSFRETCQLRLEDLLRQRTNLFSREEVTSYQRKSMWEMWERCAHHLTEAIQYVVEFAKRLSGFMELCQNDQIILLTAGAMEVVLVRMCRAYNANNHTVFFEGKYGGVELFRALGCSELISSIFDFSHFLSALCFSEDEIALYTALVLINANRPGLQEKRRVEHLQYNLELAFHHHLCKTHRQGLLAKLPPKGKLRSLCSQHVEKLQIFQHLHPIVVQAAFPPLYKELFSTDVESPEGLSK
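Compounds are pin-transferred onto Drosophila Schneider cells expressing a copper-inducible Gal4–ROR gamma transactivation domain fusion. After 1 hr, copper sulfate is added to 700 uM final; luciferase is read 20 hr later.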
Giardia killer: Giardia lamblia killing; Giardia lamblia trophozoite viability; activity change, % at 7.66 µM, hits read low; 340,000 compounds, 0.15% hits; AID 540267; in the data active = activity change below about -80%; inconclusive = between about -30% and that limit;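 note: parasites exposed to compound for two days anaerobically before the ATP read; % is set by controls: 0 for no effect and ±100 for the full control effect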
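Anaerobic 48 hrs incubation at 37 deg C of 100 trophozoites/well with test compounds; ATPLite 1-Step luminescence, 15-30 min RT, reports cellular ATP as viability.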
* marks the source's active call; other numbers are inactive results; & = joins results of further samples; [ ] = remark or other dose. Unless noted, calls come from the whole dose curve; as a rule, active = well fitted curve in the direction sought with a large enough effect; inconclusive = small, poorly fitted or top-dose-only effect, or another doubt; inactive = no such curve, though single readings can be large; an effect the other way counts as inactive or inconclusive.

`O=C(CCl)Nc1cc(SCC(O)CO)cc([N+](=O)[O-])c1` (configuration not stated) gave Gal4-VP16 FLuc 5.01µM*, FLuc counter 0.4%, BRCA1 expr up -100.3%, Rab9 promoter act -66.7%[inhibitor], p53 reactivation -6.8%, Menin MLL FP TR 34.2%[activator], ELG1 genotoxic -25.3%, PKM2 activator 8.4%, NPC1 prom act -45.7%[inhibitor], RORgamma inh inconclusive and Giardia killer 10.0.
For Cc1cccc(C(=O)OCC(=O)c2c(N)n(CC(C)C)c(=O)n(C)c2=O)c1O the results were FLuc counter 0.8%, BRCA1 expr up -33.5%, Rab9 promoter act -8.7%, p53 reactivation -3.8%, ELG1 genotoxic -16.1%, NPC1 prom act -0.1% and Giardia killer 1.1.
`O=C(COc1ccc(Cl)cc1)Nc1c(-c2cccs2)nc2ccccn12` gave Gal4-VP16 FLuc 3.4%, FLuc counter -1.6%, BRCA1 expr up -7.7%, Rab9 promoter act -3.7%, p53 reactivation 10.2%, Menin MLL FP TR 20.9%, ELG1 genotoxic 0.2%, PKM2 activator 10.0%, NPC1 prom act -2.1%, RORgamma inh 19.7% and Giardia killer -1.2.
Screening CC(=O)N1C(=O)C2(C(C#N)=C(N)Oc3n[nH]c(-c4ccccn4)c32)c2ccccc21 (configuration not stated) returned Gal4-VP16 FLuc -0.7%, FLuc counter 0.0%, BRCA1 expr up 1.4%, Rab9 promoter act 0.6%, p53 reactivation -1.0%, Menin MLL FP TR 0.1%, ELG1 genotoxic -1.4%, PKM2 activator -0.6%, NPC1 prom act 0.2%, RORgamma inh -41.4% and Giardia killer 12.9.
CCn1c(CCC(=O)Nc2nc3c(s2)CCCC3)nc2cc(S(=O)(=O)N(C)C)ccc21 was read as Gal4-VP16 FLuc inconclusive, FLuc counter inconclusive, BRCA1 expr up -8.4%, Rab9 promoter act -10.7%, p53 reactivation -17.4%, Menin MLL FP TR -1.4%, ELG1 genotoxic 16.2%, PKM2 activator 1.7%, NPC1 prom act -3.3%, RORgamma inh -0.3% and Giardia killer 3.6.
CCc1ccc(S(=O)(=O)NCc2cccs2)cc1 was read as Gal4-VP16 FLuc 16.1%, FLuc counter 7.7%, BRCA1 expr up -0.1%, Rab9 promoter act -1.1%, p53 reactivation 3.3%, ELG1 genotoxic -2.1%, PKM2 activator 0.0%, NPC1 prom act 1.4%, RORgamma inh 4.7% and Giardia killer -3.7.
For CCCCC1=CC2=CC(=O)C(C)(OC(=O)CC)C(=O)C2=CN1CCOC (configuration not stated) the results were Gal4-VP16 FLuc -0.7%, FLuc counter -2.0%, BRCA1 expr up 18.9%, Rab9 promoter act 1.9%, p53 reactivation -1.9%, Menin MLL FP TR -6.9%[11.7 µM], ELG1 genotoxic 2.6%, PKM2 activator 2.1%[11.5 µM], NPC1 prom act -2.7%, RORgamma inh 3.2% and Giardia killer -23.0.
`CCCCNC(=O)[C@]1(C)CCC[C@@]2(C)C3CC[C@@]4(C)C[C@]3(CCC21)CC4=O` (some centres not stated) gave FLuc counter 2.8%, BRCA1 expr up -31.8%, Rab9 promoter act 1.4%, p53 reactivation -1.4%, ELG1 genotoxic -5.8%, NPC1 prom act 0.0% and Giardia killer -29.3.
COc1ccc(C2=NS(=O)(=O)N(C)C(C(=O)NCc3ccccc3)=C2)cc1OC was read as Gal4-VP16 FLuc -4.6%, FLuc counter -18.9%&-7.6%, BRCA1 expr up -5.2%, Rab9 promoter act 6.2%, p53 reactivation 7.2%, Menin MLL FP TR 10.0%, ELG1 genotoxic -6.4%, PKM2 activator 29.5%, NPC1 prom act -1.2%, RORgamma inh 7.9% and Giardia killer -27.7.
Screening CCOc1cc(/C=N/n2c(C)nc3ccccc3c2=O)ccc1O returned Gal4-VP16 FLuc -10.0%, FLuc counter 1.3%, BRCA1 expr up 5.4%, Rab9 promoter act -0.4%, p53 reactivation 6.6%, Menin MLL FP TR 0.6%, ELG1 genotoxic -4.4%, PKM2 activator 1.3%, NPC1 prom act -2.2%, RORgamma inh 2.2% and Giardia killer -9.2.
`Cc1ccc(OCC(=O)Nc2ccc(S(=O)(=O)N3CCOCC3)cc2)c(Br)c1` gave Gal4-VP16 FLuc -17.2%, FLuc counter 2.8%, BRCA1 expr up -9.4%, Rab9 promoter act 8.0%, p53 reactivation -4.7%, Menin MLL FP TR 23.2%, ELG1 genotoxic inconclusive, PKM2 activator 1.4%, NPC1 prom act -0.4%, RORgamma inh -35.2% and Giardia killer -17.4.
Screening C/C(=N\NC(=O)c1cccnc1)c1cc(C)oc1C returned Gal4-VP16 FLuc 8.6%, FLuc counter -14.4%, BRCA1 expr up 19.4%, Rab9 promoter act -6.3%, p53 reactivation 15.8%, Menin MLL FP TR 0.4%, ELG1 genotoxic 2.1%, PKM2 activator -1.0%, NPC1 prom act -2.6%, RORgamma inh 5.7% and Giardia killer 13.9.
`CC(C)CNC(=O)c1ccccc1NC(=O)Nc1ccccc1` gave Gal4-VP16 FLuc 14.0%, FLuc counter inconclusive, BRCA1 expr up 8.1%, Rab9 promoter act 0.8%, p53 reactivation -3.3%, Menin MLL FP TR -0.9%, ELG1 genotoxic 0.5%, PKM2 activator -7.1%, NPC1 prom act 0.1%, RORgamma inh 4.7% and Giardia killer 13.7.
For Cc1ccc(NC(=O)CCN2CCC(C(N)=O)CC2)cc1 the results were Gal4-VP16 FLuc -2.5%, FLuc counter 2.1%, BRCA1 expr up -5.2%, Rab9 promoter act 2.1%, p53 reactivation 8.5%, Menin MLL FP TR -25.1%, ELG1 genotoxic -0.1%, PKM2 activator 2.3%, NPC1 prom act -0.4%, RORgamma inh -2.3% and Giardia killer 2.7.
`COc1cccc(C(=O)OCC(=O)NCCNC(=O)COC(=O)c2cccc(OC)c2OC)c1OC` gave Gal4-VP16 FLuc -7.6%, FLuc counter -1.0%, BRCA1 expr up -14.9%, Rab9 promoter act 0.2%, p53 reactivation -11.8%, ELG1 genotoxic -1.3%, PKM2 activator -5.9%, NPC1 prom act -0.5%, RORgamma inh -13.6% and Giardia killer -19.0.
CC(C)c1csc2nc3n(c(=O)c12)CCCCC3 was read as Gal4-VP16 FLuc -21.0%[10 µM], FLuc counter -14.2%, BRCA1 expr up 48.1%, Rab9 promoter act -1.5%, p53 reactivation 3.2%, Menin MLL FP TR -1.4%, ELG1 genotoxic 5.0%, PKM2 activator -0.9%, NPC1 prom act -3.2%, RORgamma inh 25.7% and Giardia killer -11.1.
NS(=O)(=O)c1ccc(Sc2ccccn2)c([N+](=O)[O-])c1 was read as Gal4-VP16 FLuc 10.8%, FLuc counter 1.9%, BRCA1 expr up -10.0%, Rab9 promoter act -0.1%, p53 reactivation -0.6%, ELG1 genotoxic -2.3%, PKM2 activator 5.4%, NPC1 prom act -2.5%, RORgamma inh 1.7% and Giardia killer 5.7.
CC(C)Oc1cccc(C(=O)N2CCCC2)c1 was read as Gal4-VP16 FLuc -8.5%, FLuc counter -3.8%, BRCA1 expr up 8.7%, Rab9 promoter act -1.8%, p53 reactivation 12.3%, Menin MLL FP TR inconclusive, ELG1 genotoxic -1.9%, PKM2 activator 4.0%, NPC1 prom act -2.7%, RORgamma inh 2.5% and Giardia killer -10.1.
Screening C=CCn1c(SCC(=O)Nc2cc(C)ccc2OC)nnc1-c1ccco1 returned Gal4-VP16 FLuc 4.0%, FLuc counter -2.5%, BRCA1 expr up 0.5%, Rab9 promoter act -9.7%, p53 reactivation -10.1%, Menin MLL FP TR -2.8%, ELG1 genotoxic -0.8%, PKM2 activator -11.1%, NPC1 prom act -3.4%, RORgamma inh 5.9% and Giardia killer 10.5.
For Cc1ncsc1C(=O)Nc1nc2c(s1)CC(C)CC2 (configuration not stated) the results were Gal4-VP16 FLuc -25.7%, FLuc counter 2.13µM*, BRCA1 expr up inconclusive, Rab9 promoter act inconclusive, p53 reactivation inconclusive, Menin MLL FP TR -6.0%, ELG1 genotoxic 2.06µM*, PKM2 activator -26.0%, NPC1 prom act 1.78µM*, RORgamma inh -84.9% and Giardia killer 4.2.
`CN(CC(=O)Nc1cccc(F)c1)C(=O)c1cc(-c2ccccc2)nc2ccccc12` gave FLuc counter -14.0%, BRCA1 expr up -79.9%, Rab9 promoter act -6.0%, p53 reactivation -4.8%, ELG1 genotoxic -5.2%, NPC1 prom act -1.8% and Giardia killer -1.1.
Screening CCn1cc(CNC(=O)CSc2nc(-c3ccc(OC)c(OC)c3)cc(C(F)(F)F)n2)c(C)n1 returned Gal4-VP16 FLuc -9.2%, FLuc counter 3.0%, BRCA1 expr up -10.4%, Rab9 promoter act -0.8%, p53 reactivation 1.1%, Menin MLL FP TR -4.6%, ELG1 genotoxic 5.5%, PKM2 activator -6.9%, NPC1 prom act -1.4%, RORgamma inh 16.2% and Giardia killer 29.7.

Compound activity deposited in PubChem BioAssay by National Center for Advancing Translational Sciences (NCATS).

An excerpt, so the mix of outcomes need not match the whole.
